Source: PubChem BioAssay (several laboratories)
NR1D1 modulator = Rev-erb alpha (human) modulation; P20393; Rev-erbα–FITC-DNA binding, fluorescence polarization, 90 min; activity, % at 10 µM; actives 0.79% (n = 370,000);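 active = activity above about 14%, limit read from the data; passing the limit was not always enough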;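 also: 0% = DMSO wells with 35 nM protein and 100% = DMSO wells with 750 nM protein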
Target sequence (P20393 whole entry, looked up): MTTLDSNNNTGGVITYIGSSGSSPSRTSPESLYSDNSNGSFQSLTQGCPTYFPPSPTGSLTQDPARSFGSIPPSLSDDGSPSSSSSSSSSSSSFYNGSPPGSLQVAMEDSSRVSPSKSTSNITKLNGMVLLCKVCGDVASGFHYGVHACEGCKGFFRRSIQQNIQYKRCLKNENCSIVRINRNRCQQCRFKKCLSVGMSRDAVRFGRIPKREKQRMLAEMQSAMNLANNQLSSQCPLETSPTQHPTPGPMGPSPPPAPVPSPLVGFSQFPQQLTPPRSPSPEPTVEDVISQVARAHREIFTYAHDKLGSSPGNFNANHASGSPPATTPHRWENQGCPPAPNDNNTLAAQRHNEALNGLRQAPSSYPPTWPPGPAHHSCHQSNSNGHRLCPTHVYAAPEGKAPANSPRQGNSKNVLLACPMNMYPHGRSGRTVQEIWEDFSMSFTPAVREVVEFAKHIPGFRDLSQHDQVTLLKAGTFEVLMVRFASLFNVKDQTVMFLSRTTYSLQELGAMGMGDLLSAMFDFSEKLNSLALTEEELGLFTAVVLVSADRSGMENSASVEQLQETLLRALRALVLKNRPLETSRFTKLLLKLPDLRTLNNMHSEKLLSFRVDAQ
HGIII-sPLA2 inh = Inhibits HGIII-sPLA2 liposome hydrolysis, primary screen | QFRET BODIPY PC-A2 liposome hydrolysis, fluorescence | actives 0.56% (n = 370,000) | inhibition, % at 12.2 µM;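 active = inhibition above mean plus 3 SD of compounds lying within the high and low control bounds, cut at about 19% in these data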;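 also: 0% = median of test compound wells and 100% = no enzyme DMSO wells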
Target sequence (Q9NZ20 whole entry, looked up): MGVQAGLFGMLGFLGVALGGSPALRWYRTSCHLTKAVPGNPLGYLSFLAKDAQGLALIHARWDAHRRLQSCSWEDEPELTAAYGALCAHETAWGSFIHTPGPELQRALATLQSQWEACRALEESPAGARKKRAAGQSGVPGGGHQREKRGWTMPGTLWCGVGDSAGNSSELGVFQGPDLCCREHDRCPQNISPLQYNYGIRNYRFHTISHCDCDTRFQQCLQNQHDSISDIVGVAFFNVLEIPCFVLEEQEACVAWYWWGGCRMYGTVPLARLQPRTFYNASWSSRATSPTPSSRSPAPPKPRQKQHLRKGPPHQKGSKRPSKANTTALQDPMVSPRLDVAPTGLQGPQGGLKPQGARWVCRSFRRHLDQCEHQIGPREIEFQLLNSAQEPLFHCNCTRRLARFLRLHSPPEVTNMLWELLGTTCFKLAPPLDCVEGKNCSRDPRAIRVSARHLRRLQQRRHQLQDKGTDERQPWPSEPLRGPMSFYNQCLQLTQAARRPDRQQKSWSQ
DAX1 inh-1 = inhibits human nuclear receptor DAX1. P51843. HEK293 Gal4-DAX1 luciferase reporter, luminescence. inhibition, % at 6.75 µM. actives 0.99% (n = 340,000). AID 504766;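 active = inhibition above the mean over all tested compounds plus 3 SD, cut at about 4.2% in these data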;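 also: 0% = DAX1-transfected cells with DMSO and 100% = empty-vector control cells with DMSO; inhibition shows as a rise in luminescence from relieved DAX1 repression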
SMARCA2 activ = SMARCA2 function activation, primary screen; MG213 cells, MMTV-luciferase reporter, dexamethasone, overnight; AID 652017; actives 1% (n = 370,000); activation, % at 9.1 µM; in the data active = activation above about 7.8%;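 also: 0% = vehicle wells and 100% = reference activator wells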
PG9 Ab binder = PG9 antibody binding by small molecule | actives 0.43% (n = 360,000) | TR-FRET gp120-PG9 antibody binding | AID 624416 | inhibition, % at 6.7 µM; in the data active = inhibition above about 8.5%
hgDAF-12 ag = hgDAF-12 agonism, primary luciferase screen | HEK293 GAL4-hgDAF12 UAS-luciferase reporter, agonist luminescence; normalized to butyrate control | actives 1.8% (n = 370,000) | activation, % at 6.8 µM;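 active = activation above a cutoff set at the mean of all screened compounds plus 3 SD, cut at about 10% in these data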;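 also: 0% = DMSO wells and 100% = sodium butyrate wells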
DAX1 inh-2 = DAX1 (NR0B1) inhibition, primary screen; HEK293T StAR-luciferase reporter, SF-1/DAX-1 repression relief; inhibition, % at 6.8 µM; actives 1.1% (n = 370,000); AID 652010;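 active = inhibition above the mean over all tested compounds plus 3 SD, cut at about 3.6% in these data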;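 also: 0% = DAX-1 cells with DMSO and 100% = cells lacking DAX-1 with DMSO; higher inhibition means more luminescence from relief of DAX-1 repression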
ssDAF12 agonist = activates DAF-12 receptor from parasite S. stercoralis; HEK293 ssDAF-12/GRIP1 lit1-tk-luc reporter, luminescence; % of 3 µM dafachronic acid response; activation, % at 6.8 µM; actives 1% (n = 370,000);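 active = activation above the mean over all tested compounds plus 3 SD, cut at about 0.9% in these data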;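 also: 0% = DMSO-only wells and 100% = 3 µM delta7-dafachronic acid wells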
FXN GAA850 act = frataxin GAA850 promoter activation | actives 0.56% (n = 360,000) | activation, % at 6 µM | HEK293 lucGAA850 FXN promoter luciferase reporter, 24 h; percent of 10 µM SAHA response;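 active = activation above the average of all compounds screened plus 3 SD, cutoff fixed separately per campaign, cut at about 7.5% in these data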;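 also: 0% = DMSO wells and 100% = 10 µM SAHA wells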
hcDAF-12 act = H. contortus DAF-12 activation, primary screen. HEK293 hcDAF-12 lit1-tk-luc reporter, luminescence; 0% DMSO, 100% Δ7-dafachronic acid. activation, % at 6.8 µM. actives 1.4% (n = 370,000). AID 652067;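 active = activation above the mean of all tested compounds plus 3 SD, cut at about 5.5% in these data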;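 also: 100% = response to 3 µM Δ7-dafachronic acid high control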
PLCb3 inh = blocks human PLC-beta3 enzyme activity; Q01970; Purified PLC-beta3, fluorogenic substrate, fluorescence; inhibition, % at 12.2 µM; actives 0.18% (n = 370,000); in the data active = inhibition above about 11%;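 also: 0% = median of compound wells on plate and 100% = full blocker control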
Starred values were filed as active, the others as inactive; i = inactive; x = no result given.

Start of the listing, in advance, 2 compounds:
SMILES	NR1D1 modulator	HGIII-sPLA2 inh	DAX1 inh-1	SMARCA2 activ	PG9 Ab binder	hgDAF-12 ag	DAX1 inh-2	ssDAF12 agonist	FXN GAA850 act	hcDAF-12 act	PLCb3 inh
COc1ccc(-c2oc3ccc(N4CCOCC4)cc3c2C#CC2(O)CCCCC2)cc1	6	-17	0.8	1	2.9	1.1	0.5	-0.3	3.5	0.6	i
COC(=O)c1ccc2nc(-c3cccc(Cl)c3)c(Cc3ccsc3)n2c1	-6	-2	x	3	0.1	4.4	0.9	-0.9	x	0.7	-67

The list itself, from the start:
SMILES	NR1D1 modulator	HGIII-sPLA2 inh	DAX1 inh-1	SMARCA2 activ	PG9 Ab binder	hgDAF-12 ag	DAX1 inh-2	ssDAF12 agonist	FXN GAA850 act	hcDAF-12 act	PLCb3 inh
COc1ccc(-c2oc3ccc(N4CCOCC4)cc3c2C#CC2(O)CCCCC2)cc1	6	-17	0.8	1	2.9	1.1	0.5	-0.3	3.5	0.6	i
COC(=O)c1ccc2nc(-c3cccc(Cl)c3)c(Cc3ccsc3)n2c1	-6	-2	x	3	0.1	4.4	0.9	-0.9	x	0.7	-67
Cc1cc(C(=O)NP(=O)(N2CCOCC2)N2CCOCC2)c(C)n1-c1ccc(Br)cc1	0	-2	0.3	-1	-1.5	0.1	-0.3	-0.4	0.7	-0.8	1
COc1cc2c(cc1OC)CN(C(=S)Nc1ccccc1Cl)CC2	0	5	-1.0	-2	1.1	-2.2	-0.2	-1.5	0.6	-1.5	-43
CCCCOc1ccc(C(=O)Oc2cc(C)[nH]c(=O)c2[N+](=O)[O-])cc1	-2	5	0.8	2	0.4	-2.5	0.1	-0.8	0.6	1.3	-4
Cc1cccc(/N=C/c2ccccn2)n1	-3	3	2.5	-1	2.1	1.9	0.6	-1.9	3.2	-2.1	-6
O=C(N/C(=C/c1cccc([N+](=O)[O-])c1)C(=O)N1CCCCCC1)c1cccs1	-4	17	-1.5	7	0.7	0.3	0.7	-1.1	0.1	-0.4	2
CC(C)OCCCNC(=O)Nc1cccc2ccccc12	1	-2	-1.8	-4	1.1	3.0	-0.7	-1.8	1.0	1.2	-7
COc1ccccc1Nc1ncnc2c1cnn2-c1cccc(C)c1	-1	2	0.0	4	-1.9	2.2	0.4	-1.4	0.6	-0.9	0
CCCCCCCCN1C(=O)[C@@H](CC(=O)NCc2ccccc2)C[C@@]2(C(=O)OC)C1=C[C@H](COCc1ccccc1)O[C@@H]2C	1	-20	x	-3	x	3.3	-0.5	-1.4	x	-1.6	-2
CCOc1ccc(NC(=O)CC2C(=O)N(c3ccc(OC)c(Cl)c3)C(=S)N2C2CC2)cc1 (stereo not drawn)	3	-6	0.2	-1	0.6	1.5	-1.1	-1.0	-2.7	-1.3	-6
O=C(CCN1CCN(Cc2ccccc2)CC1)Nc1ccccc1Cl	1	-7	1.9	0	-1.2	1.2	0.1	-1.0	3.4	-1.0	4
COc1ccc(CNC(=O)C2CCCN(S(=O)(=O)c3ccc(F)cc3)C2)cc1 (stereo not drawn)	-1	-4	0.4	3	-3.5	-2.3	-0.9	-0.8	1.0	-0.7	-7
O=[n+]1c2c(n([O-])c3cc(Cl)ccc31)CCCC2	0	-1	0.3	-1	0.6	-0.9	-0.3	-0.7	0.6	-0.7	-3
CCC1C(=NO)C(CC)C(c2ccccc2)NC1c1ccccc1 (stereo not drawn)	-4	3	0.3	-5	0.5	-0.1	-0.4	-1.1	-2.3	0.1	-23
COC(=O)c1cc(CNC(=O)c2cccc(Cl)c2)ccc1OC	4	-5	-0.8	5	-3.1	-3.0	-0.6	-1.9	-1.2	-2.2	2
COc1cc2c(cc1OC)CC(=O)NC=C2	-2	2	1.4	2	0.0	0.5	-1.4	-2.0	0.0	-0.6	-2
Cc1cccc(NC(=O)CN2NS(=O)(=O)c3ccccc3C2=O)c1	-2	-5	0.1	-2	-1.5	-0.2	0.2	-1.2	-0.1	-0.8	5
O=C(CCSCc1ccccc1F)NCc1ccc(F)cc1	-3	0	1.4	0	-0.3	-0.5	0.3	-1.2	-0.3	-1.4	-2
Cn1c(=NC(=O)c2cccc([N+](=O)[O-])c2)sc2ccccc21	-5	0	1.4	8.7*	1.2	6.9	3.4	0.5	9.1*	5.5	-4
CCCN1C(=O)/C(=C/c2ccc(C)s2)NC1=S	2	8	0.1	-4	-5.9	-0.3	0.5	-1.7	2.7	-1.7	-7
CC(C)c1ccc(-c2nc(N3CCOCC3)[nH]c(=O)c2C#N)cc1	-3	-5	3.1	-1	0.5	1.6	-0.2	-0.5	0.6	-0.9	-4
CN(C)Cc1c(O)c(Cl)cc2c3c(c(=O)oc12)CCCC3	4	-2	0.3	-2	1.7	1.2	-0.2	-1.2	5.0	-2.8	i
CC(C)N(Cc1nc(-c2ccccc2)no1)C(=O)COc1ccccc1	-1	-7	-0.1	0	0.9	2.0	0.1	-0.1	1.1	1.9	1
CN(C)S(=O)(=O)c1ccc(N2CCCC2)c(C(=O)NNC(=O)c2ccc(F)cc2)c1	-7	3	-0.4	-1	4.7	1.9	0.5	-1.1	3.0	-0.6	-9
SMILES	NR1D1 modulator	HGIII-sPLA2 inh	DAX1 inh-1	SMARCA2 activ	PG9 Ab binder	hgDAF-12 ag	DAX1 inh-2	ssDAF12 agonist	FXN GAA850 act	hcDAF-12 act	PLCb3 inh
CN(Cc1ccc(OCC(O)CN2CCCCC2)cc1)Cc1ccnc2ccccc12 (stereo not drawn)	-2	2	-4.1	-5	0.7	-1.2	-3.0	-2.0	-1.0	-2.8	-5
Clc1ccc(OCCN2CCCCC2)c(Cl)c1	-5	-3	2.4	-1	-1.1	2.5	0.2	-0.9	2.2	0.0	-2
Cc1ccc(C(=O)OCC(=O)NCC2COc3ccccc3O2)cc1 (stereo not drawn)	4	-9	0.1	-2	-2.1	0.5	1.4	0.8	-1.4	-0.4	-1
COc1ccc(N(CC(=O)N2CCCCC2)S(=O)(=O)c2ccccc2)c(OC)c1	-2	18	-1.1	-6	1.2	-2.9	0.4	-1.4	0.6	-1.6	1
Cc1ccc(-n2nnnc2SCC(=O)NNC(=O)c2ccc([N+](=O)[O-])cc2)cc1	-1	-10	-1.3	-3	4.1	-3.5	0.6	-0.9	0.0	-1.4	-6
O=S(=O)(c1ccc(Cl)cc1)N1CCC2(CC1)OCCO2	2	2	0.5	4	-3.2	-1.0	0.4	-0.8	-0.9	-0.3	-4
O=C(NC(Cc1ccccc1)C(=O)NC1CC1)OCc1ccccc1 (stereo not drawn)	-7	-1	-0.5	4	0.0	1.6	-0.7	-2.3	-0.6	-1.4	-4
Cc1ccc(S(=O)(=O)Nc2cccc(Cl)c2)cc1NC(=O)C1CC1	10	-8	-0.1	-4	-0.7	-0.4	0.7	-0.5	-1.2	0.7	-1
Cn1cccc1Cc1nnc(SCC(=O)Nc2ccc3c(c2)OCO3)n1-c1ccc(F)cc1	-4	-24	1.9	-1	-0.9	-3.7	1.0	-1.4	0.0	-0.6	-1
COc1ccc(N(C(=O)Cn2nnc(-c3ccc(C)o3)n2)C(C(=O)NC2CCCC2)c2ccncc2)cc1 (stereo not drawn)	-1	-3	-0.8	-1	-1.2	1.9	-0.1	-0.5	-2.0	3.3	0
Cc1ccc(NC(=O)COC(=O)c2ccccc2Nc2ccccc2)cc1	3	9	-0.8	-3	-0.8	-0.9	-0.1	-1.2	0.5	0.2	-8
O=C(CN(CC1CCCO1)C(=O)CNS(=O)(=O)c1ccc(Cl)cc1)NCc1ccccc1 (stereo not drawn)	2	-10	3.0	-1	-2.7	1.2	0.0	-1.0	0.7	0.2	-3
COC(=O)C1=C(N)Oc2cc(C)[nH]c(=O)c2C1c1ccncc1 (stereo not drawn)	5	6	-1.5	-2	-0.5	3.1	-0.2	-0.7	2.8	0.6	0
O=C(C[C@H]1C/C=C\CC[C@H](Cc2ccc(F)cc2)C(=O)OCCNC1=O)NCCO	4	4	0.1	0	-2.2	2.3	0.2	-1.1	-1.2	-0.2	6
COc1cccc(-n2c(=O)c3ccccc3n3c(=S)[nH]nc23)c1	-2	8	1.7	-1	-1.0	-1.3	0.2	-1.1	1.1	-1.8	-9
CCOC(=O)c1ccccc1NC(=O)CC(C)CC(=O)O (stereo not drawn)	-2	5	0.1	2	-1.9	1.4	0.3	-0.8	0.7	-0.6	-3
Cc1cc(C)c2nc(N3CCC(C(=O)NCc4ccccn4)CC3)sc2c1	2	-4	2.9	2	0.3	6.5	0.2	-1.8	2.8	0.3	-2
CCN1C(=O)C(O)(CC(=O)c2cccc(-n3cccc3)c2)c2ccccc21 (stereo not drawn)	-1	-19	-0.1	-2	-1.5	-1.2	-0.8	-2.4	1.7	-2.0	-9
CCN(C(=O)CN1C(=O)S/C(=C\c2ccccc2Cl)C1=O)C1CCS(=O)(=O)C1 (stereo not drawn)	-4	-2	0.1	-4	-1.5	1.6	0.3	-0.7	0.1	-0.6	0
CCOc1ccc(C(=O)COC(=O)Cn2[nH]c(=O)c3ccccc3c2=O)cc1	-5	10	3.4	-1	0.7	0.5	-0.6	-1.6	0.1	-0.7	0
CCS(=O)(=O)Nc1c(C(=O)O)[nH]c2ccccc12	6	10	0.1	-2	-2.5	0.7	0.7	0.0	-0.3	7.6*	-36
O=C(OCC#CCSc1nnc(-c2ccc(Br)cc2)o1)c1ccco1	4	-4	0.4	1	1.2	0.6	-0.5	-1.1	1.7	-0.7	-3
O=C(NC1CC(=O)N(c2ccc3c(c2)OCCO3)C1)N1CCCCC1 (stereo not drawn)	1	1	-1.0	0	-0.5	1.8	-0.7	-1.3	-1.2	-1.5	-3
CC(C)c1cccc(C(C)C)c1NC(=O)CN(C)C1CCS(=O)(=O)C1 (stereo not drawn)	-3	4	0.4	-4	0.6	-0.3	0.3	-1.5	0.0	3.1	-3
O=C(CCNC(=O)C1CCN(S(=O)(=O)c2ccccc2)CC1)NCCc1ccc(Cl)cc1	2	-8	-0.3	-1	-1.0	0.0	-0.6	-1.3	0.5	-0.7	-3
SMILES	NR1D1 modulator	HGIII-sPLA2 inh	DAX1 inh-1	SMARCA2 activ	PG9 Ab binder	hgDAF-12 ag	DAX1 inh-2	ssDAF12 agonist	FXN GAA850 act	hcDAF-12 act	PLCb3 inh
CN(C)S(=O)(=O)c1ccc(C(=O)OCC2CC2(Cl)Cl)cc1 (stereo not drawn)	6	-1	-0.1	-2	0.1	1.7	-0.3	-0.4	0.8	-0.5	-3
O=C(COC(=O)c1cc(=O)[nH]c(=O)[nH]1)Nc1cccc(S(=O)(=O)N2CCCCC2)c1	1	-1	0.6	-2	-0.8	-2.9	0.7	-1.6	1.0	-0.4	-4
COc1ccc(Cl)cc1CN1CCOCC1	-5	16	4.1	-1	3.2	-1.2	-0.3	-0.1	1.5	0.1	0
Oc1ccc(Cl)cc1CNCc1ccc(F)cc1	2	8	2.7	1	-3.2	2.5	0.5	-0.8	-1.5	-1.9	2
CC(C)(C)CC(=O)Nc1ccc(S(=O)(=O)N2CCCC2)cc1	2	-6	-0.2	-3	1.1	-0.9	0.3	-1.5	2.1	-1.9	1
COc1cccc(C(=O)Nc2ccccc2F)c1	0	0	0.7	2	-3.5	5.2	0.5	-0.6	1.9	-1.1	-1
COCCNC(=O)/C(C#N)=C/c1cn(CC(=O)NCc2ccco2)c2ccccc12	-2	4	0.1	-2	0.3	1.4	-0.7	-0.9	-0.2	-1.3	-11
